# Screening results from PubChem BioAssay.
# Pol beta inh: blocks human DNA polymerase beta activity. P06746. Pol beta primer extension/strand displacement, fluorescence kinetic. Potency, µM (highest dose often 114 µM), inactives show at the top dose activity change, negative = inhibition, usual class: inhibitors. 1.3% of 340,000 active; further: potency means the concentration at half of the fitted maximal effect; on the % scale 0 is the no-effect control and ±100 the full control effect
#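 10 nM enzyme + cpd, 15 min RT; start with substrate 50 nM final; read 0 min and after 10 min RT. Corrected, normalized data; 4-parameter Hill curve fit.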
# APE1 inh: inhibitors of human APE1 endonuclease | P27695 | recombinant APE1, TAMRA/BHQ-2 abasic DNA cleavage fluorescence | Potency, µM (titrated, usually from 65.8 µM), for the others: at the top dose activity change, negative = inhibition, usual class: inhibitors | 0.35% of 350,000 active;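 further: potency means the concentration at half of the fitted maximal effect; plate controls were vehicle for no effect and reference inhibitor for full effect; nearly all actives have a fitted effect of over 55% in size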
# Target sequence (P27695 whole entry, looked up): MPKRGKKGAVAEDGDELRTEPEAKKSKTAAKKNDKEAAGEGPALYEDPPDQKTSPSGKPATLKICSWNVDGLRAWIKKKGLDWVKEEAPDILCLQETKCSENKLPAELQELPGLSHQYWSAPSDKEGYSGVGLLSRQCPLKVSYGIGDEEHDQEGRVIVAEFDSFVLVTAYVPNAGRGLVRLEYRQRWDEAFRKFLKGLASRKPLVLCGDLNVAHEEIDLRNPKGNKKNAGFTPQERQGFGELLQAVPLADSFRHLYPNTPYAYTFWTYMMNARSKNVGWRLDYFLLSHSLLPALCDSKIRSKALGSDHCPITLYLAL
#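 APE1 at 0.75 nM final was preincubated with compound 15 min at room temperature, then 50 nM double-stranded THF abasic-site substrate (5'-TAMRA/3'-BHQ-2) was added. Fluorescence (ex 525/em 598 nm) was read kinetically; third-minus-first read gave activity.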
# POLH inh: blocks human DNA polymerase eta activity; Q9Y253; recombinant Pol eta, fluorescent DNA replication assay; Potency, µM (highest dose often 114 µM), for inactives: at the highest dose activity change, negative = inhibition, hits mostly inhibitors; 1.2% of 390,000 active; AID 588591; further: potency means the concentration at half of the fitted maximal effect; on the % scale 0 is the no-effect control and ±100 the full control effect
# Target sequence (Q9Y253 whole entry, looked up): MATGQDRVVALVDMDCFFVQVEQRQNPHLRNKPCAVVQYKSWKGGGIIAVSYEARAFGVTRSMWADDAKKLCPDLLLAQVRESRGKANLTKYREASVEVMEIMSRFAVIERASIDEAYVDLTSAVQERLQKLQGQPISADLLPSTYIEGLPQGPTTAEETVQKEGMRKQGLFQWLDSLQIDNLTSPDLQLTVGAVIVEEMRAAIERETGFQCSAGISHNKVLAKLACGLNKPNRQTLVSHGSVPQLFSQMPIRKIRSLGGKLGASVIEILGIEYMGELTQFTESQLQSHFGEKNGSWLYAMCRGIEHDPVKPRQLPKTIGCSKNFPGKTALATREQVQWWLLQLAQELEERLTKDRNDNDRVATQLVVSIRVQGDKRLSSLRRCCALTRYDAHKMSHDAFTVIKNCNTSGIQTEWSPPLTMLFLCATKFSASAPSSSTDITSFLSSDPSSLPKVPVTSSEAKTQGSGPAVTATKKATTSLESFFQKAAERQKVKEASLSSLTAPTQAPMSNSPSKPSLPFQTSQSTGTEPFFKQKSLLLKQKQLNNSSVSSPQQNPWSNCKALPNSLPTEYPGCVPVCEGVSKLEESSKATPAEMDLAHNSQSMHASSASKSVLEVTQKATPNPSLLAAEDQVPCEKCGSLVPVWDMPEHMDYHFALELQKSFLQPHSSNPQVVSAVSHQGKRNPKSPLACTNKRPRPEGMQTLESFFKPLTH
#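 Pol eta (10 nM) was preincubated with compounds for 15 min at room temperature, after which fluorescent replication substrate (50 nM final) was added to start the reaction. Fluorescence was read kinetically at 0 and 10 min.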
# RGS4 inh: blocks human RGS4-accelerated GTP hydrolysis; Transcreener GDP fluorescence polarization, RGS4-accelerated GTP hydrolysis; Potency, µM (doses to about 114 µM), inactives show at the top dose activity change, negative = inhibition, most hits filed as inhibitors; 0.039% of 390,000 active; AID 504845; further: potency means the concentration at half of the fitted maximal effect; on the % scale 0 is the no-effect control and ±100 the full control effect; nearly all actives have a fitted effect of over 75% in size; some results filed as inactive show a strong effect at the top dose
#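 MLSMR compounds (23 nl, pin-transferred) preincubated 10 min at room temperature with a 500nM (2x) first reagent, then RGS4 at 900nM (2x) plus Transcreener GDP mix added; fluorescence polarization (620/688 nm) read before and after 90 min at 30 °C.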
# Pol kappa inh: blocks human DNA polymerase kappa activity; Potency, µM (series often up to 107 µM), without a hit: top-dose activity, negative = inhibition, most hits filed as inhibitors; 0.53% of 400,000 active; purified Pol kappa, fluorescent DNA synthesis assay, 10 min; AID 588579; Q9UBT6; further: potency means the concentration at half of the fitted maximal effect; on the % scale 0 is the no-effect control and ±100 the full control effect
#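 50 nM final substrate added after 15 min RT preincubation of 10 nM Pol kappa with compound; fluorescence read at 0 and 10 min.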
# Anesthetic bind: candidate novel general anesthetic via apoferritin binding | AID 485281 | apoferritin/1-aminoanthracene competitive binding, fluorescence | 0.074% of 350,000 active | Potency, µM (highest dose often 77.5 µM), for the others: top-dose activity change, negative = displacement, hits mostly inhibitors; further: potency means the concentration at half of the fitted maximal effect; on the % scale 0 is the no-effect control and ±100 the full control effect; nearly all actives have a fitted effect of over 20% in size
#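 Probe: 1-aminoanthracene (50% saturated, PBS). Protein: horse-spleen apoferritin, 10 uM. Incubation: 10 min, room temperature. Detection: 380 nm excitation, 535 nm emission. Analysis: normalized response, four-parameter Hill.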
# ALOX12 inh: inhibitors of human 12S-lipoxygenase ALOX12. P18054. AID 1671190. Potency, µM (doses to about 108 µM), for inactives: at the top dose activity change, negative = inhibition, usual class: inhibitors. 1.1% of 580,000 active. purified 12hLO, xylenol orange hydroperoxide absorbance; further: potency means the concentration at half of the fitted maximal effect; on the % scale 0 is the no-effect control and ±100 the full control effect
#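 Purified human 12hLO (150 nM final) in 25 mM Hepes, 0.01% Triton X-100, pH 7.0 was preincubated 15 min at room temperature with compound. Then 40 uM arachidonic acid was added, 30 min. Hydroperoxide was read by Fe-XO absorbance ratio 573/405 nm.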
# ERG-DNA inh: blocks human ERG Ets domain binding to DNA; 0.028% of 370,000 active; Potency, µM (titrated, usually from 76.9 µM), for inactives: top-dose FP activity, negative = inhibition, actives largely listed as inhibitors; AID 624246; fluorescence polarization, His-ERG Ets domain / labelled DNA; P11308; active means well fitted inhibition curve with a large enough effect in the polarisation, with a control signal flat; inconclusive means small, poorly fitted or top-dose-only effect, or effect the other way, or a change in a side signal; inactive means no such curve, though single readings can be large or run the other way; the % refers to the polarisation;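 further: polarization taken with two DNA probes labelled with fluorescein and Texas red; potency means the concentration at half of the fitted maximal effect; % of control where 0% means no effect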
#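 His-tagged ERG Ets domain (1 uM in the protein solution; 300mM KCl, 50mM Tris-HCl, 1mM EDTA, 1mM DTT, pH 7.5) received compound, then a probe mix of 5 nM fluorescein-DNA and 100nM Texas-615-DNA. Fluorescence polarization was read for both dyes.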
# LDHA block: LDHA (human) enzyme inhibition; purified LDHA, NADH/diaphorase-resazurin fluorescence; active compounds read low; P00338; activity change, % (values are at about 110 or 230 µM); 0.15% of 480,000 active; AID 1347041; in the data active means activity change below about -30%; inconclusive means mostly about -25% to -30%;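 further: plate controls were DMSO wells for no effect and wells without enzyme for full effect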
#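 Resorufin fluorescence (ex540/em590), read at 0 and 20 min after diaphorase/resazurin addition, reports the NADH left after a 5 min room-temperature reaction of 2 nM human LDH5 with 0.06 mM NADH and 0.2 mM pyruvate.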
# * marks the source's active call; other numbers are inactive results; u = inconclusive; x = not tested or not shown; & = joins results of further samples; [ ] = another dose, or the depositor's remark. Unless noted, the call rests on the fitted dose curve; in most records, active means well fitted curve in the direction sought with a large enough effect; inconclusive means small, poorly fitted or top-dose-only effect, or another doubt; inactive means no such curve, though single readings can be large; an effect the other way counts as inactive or inconclusive. This is a subset; the hit share may differ from the screen's.
SMILES	Pol beta inh	APE1 inh	POLH inh	RGS4 inh	Pol kappa inh	Anesthetic bind	ALOX12 inh	ERG-DNA inh	LDHA block
COc1ccc2ncc(S(=O)(=O)c3ccccc3)c(N3CCC4(CC3)OCCO4)c2c1	-29%	3%	-10%	-8%	-10%	-23%	u	-6%	3
COc1cccc(C(=O)c2cc3cc(Cl)ccc3[nH]2)c1	0%	43%	-22%	-22%	0%	-2%	0%	10%	-6
C=CCNC(=S)NNC(=O)Cn1c(-c2ccccc2)cc(=O)n2ncnc12	-1%	-3%	12%	-29%	-4%	-2%	137%[activator]	-3%	0
O=C(CN1CCN(Cc2ccc(Cl)cc2)CC1)N/N=C/c1c[nH]c2ccccc12	1%	1%	-19%	2%	-11%	-11%	-18%	2%	-1
CC(c1nccs1)N(C)c1nc2nonc2nc1N(C)C (centres undefined)	11%	13%	3%	35%	-15%	-12%	-6%	7%	2
Cc1ccc(N2C(=O)[C@@H]3C(C(=O)C(c4ccccc4)c4ccccc4)=NN[C@@H]3C2=O)cc1	u	u	-12%	30%	-10%	-19%	-15%	2%	-6
Cc1ccc2[nH]c(=O)c(CN(CCO)C(=O)N(C)C)cc2c1	x	x	3%	17%	-3%	x	15%	-11%	-16
Cc1nnnn1/C(=C\c1ccccc1)C(=O)OCC(=O)Nc1ccc(Cl)cc1F	x	5%	-15%	u	-5%	x	u	0%	-2
Cc1ccc(S(=O)(=O)Nc2nc3n(n2)C(c2ccc(F)cc2)C=C(c2ccccc2)N3)cc1 (centres undefined)	2%	x	u	-32%	3%	-2%	1%	1%	-7
Clc1cccc2c1Sc1ccccc1CC2N1CCNCC1 (centres undefined)	-22%	4%	-20%	-20%	-3%	-18%	u	3%	-10
O=C1Nc2ccc(S(=O)(=O)N3CCCC3)c3cccc1c23	6%	0%	5%	4%	-1%	146%[activator]	19%	x	2
Cc1c2c(nc3nnnn13)CCCC2	7%	7%	-17%	5%	-15%	-6%	2%	5%	-6
Cc1ccccc1C(c1c(C)n(C)n(-c2ccccc2)c1=O)c1c(C)n(C)n(-c2ccccc2)c1=O	1%	x	-8%	-4%	-17%	0%	-15%	3%	-3
Cc1cc(C(=O)NNC(=O)c2cccc(C(F)(F)F)c2)no1	12%	0%	-16%	13%	-5%	5%	9%	-9%	-14
COCCNC(=S)NN=C1CCCCC1	28%	15%	-17%	-19%	7%	-2%	-5%	-6%	-3
C/C(=N\OCc1ccccc1)c1c(O)cc(C(C)C)n(-c2ccccc2)c1=O	45%	14%	1%	-11%	-4%	7%	-10%	-7%	-5
O=C(CN1C(=O)NC2(CCCCC2)C1=O)Nc1ccc(Cl)c(S(=O)(=O)N2CCOCC2)c1	x	20%	-11%	-2%	-11%	x	-6%	-6%	1
CCSc1nnc(NC(=O)CSc2nnc(-c3c[nH]c4ccccc34)n2C)s1	9%	-4%	-7%	-3%	-13%	-7%	4%	-6%	-3
CSCCC(NC(=O)c1cc(S(=O)(=O)N2CCOCC2)ccc1F)c1nc2ccccc2[nH]1 (centres undefined)	x	9%	4%	22%	-19%	x	u	-2%	-3
O=C(Nc1nccs1)c1cccc(NC(=O)c2ccco2)c1	6%	1%	-16%	0%	-3%	7%	85%	6%	-9
C=C(C)CSCc1nc2ccccc2[nH]1	7%	-1%	-8%	-1%	-21%	u	-5%	2%	0
COc1ccccc1-n1cnnc1SCC(=O)Nc1cc(C(C)(C)C)nn1-c1ccccc1	1%	-4%	-15%	-36%[11.4 µM]	-4%	-22%	-17%	-4%	3
COc1ccc(N2CCN(C(=O)c3c4c(nc5ccccc35)C(=O)N(C3CCCCC3)C4)CC2)cc1	-1%	x	-23%	-18%	0%	-13%	-13%	2%	3
CCCCCN(C(=O)CCC(=O)OCc1cccc(C(F)(F)F)c1)c1c(N)n(CCCC)c(=O)[nH]c1=O	7%	13%	16%	37%	-25%	-5%	10%	-4%	-4
CCOc1ccc(S(=O)(=O)Nc2cccc(C)c2)c2cccnc12	-28%&30%	8%	16%&-4%	-10%&7%	-9%&-18%	-22%&-13%	1%&-5%	-3%&0%	-2&-7

# Looked up one by one from the entries so far (two):
SMILES	Pol beta inh	APE1 inh	POLH inh	RGS4 inh	Pol kappa inh	Anesthetic bind	ALOX12 inh	ERG-DNA inh	LDHA block
Cc1c2c(nc3nnnn13)CCCC2	7%	7%	-17%	5%	-15%	-6%	2%	5%	-6
Cc1cc(C(=O)NNC(=O)c2cccc(C(F)(F)F)c2)no1	12%	0%	-16%	13%	-5%	5%	9%	-9%	-14

# Back to the main list; the 5 compounds before the break are reprinted first.
SMILES	Pol beta inh	APE1 inh	POLH inh	RGS4 inh	Pol kappa inh	Anesthetic bind	ALOX12 inh	ERG-DNA inh	LDHA block
C=C(C)CSCc1nc2ccccc2[nH]1	7%	-1%	-8%	-1%	-21%	u	-5%	2%	0
COc1ccccc1-n1cnnc1SCC(=O)Nc1cc(C(C)(C)C)nn1-c1ccccc1	1%	-4%	-15%	-36%[11.4 µM]	-4%	-22%	-17%	-4%	3
COc1ccc(N2CCN(C(=O)c3c4c(nc5ccccc35)C(=O)N(C3CCCCC3)C4)CC2)cc1	-1%	x	-23%	-18%	0%	-13%	-13%	2%	3
CCCCCN(C(=O)CCC(=O)OCc1cccc(C(F)(F)F)c1)c1c(N)n(CCCC)c(=O)[nH]c1=O	7%	13%	16%	37%	-25%	-5%	10%	-4%	-4
CCOc1ccc(S(=O)(=O)Nc2cccc(C)c2)c2cccnc12	-28%&30%	8%	16%&-4%	-10%&7%	-9%&-18%	-22%&-13%	1%&-5%	-3%&0%	-2&-7
O=C(NCc1ccco1)c1cc2c(s1)CCCCC2	28µM*	-3%	-19%	-19%	-19%	-3%	u	-8%	-1
COCCCNC(=O)Cn1c(=O)nc(-c2ccccc2)c2ccccc21	-7%	x	-18%	14%	-4%[60.1 µM]	60%[activator]	-13%	-5%	-1
O=C(CSc1nnc(-c2ccco2)n1Cc1ccco1)Nc1ccccc1	50%	-7%	-12%	-4%	2%	-18%	9%	-14%	-4
O=C(CSc1nncs1)Nc1ccc(S(=O)(=O)N2CCCC2)cc1	-5%	-7%	-18%	14%	2%	-19%	4%	4%	-5
COc1cc(C2NC(=O)NC(C)=C2C(=O)OCC2CCCCC2)ccc1O (centres undefined)	48%	-1%	-19%	16%	-4%	-15%	0%	4%	1
CCOC(=O)Cc1nnc(NC(=O)COc2ccc(OC)cc2)s1	u	0%	u	18%	-21%	-18%	0%	-11%	-14
O=C(NC(NCc1cccnc1)C(Cl)(Cl)Cl)c1cccc2ccccc12 (centres undefined)	45%	17%	-16%	-25%	-3%	-11%	-11%	4%	-2
Cc1nc2ccccc2n1CCC(=O)Nc1cccc(F)c1	-10%	1%	-13%	10%	-2%	-3%	-2%	-5%	-5
Cc1cccc(C(=O)Nc2ccc3c(c2)C(=O)N(CC(C)C)C3=O)c1	9%	-4%	-12%	-26%	-7%	3%	1%	-4%	-4
C#CCOCCOCCOCCNc1nc(N2CCN(C(=O)CCCCCCCCCCNC(=O)Cn3cc(CCCCCN)nn3)CC2)nc(N2CCN(C(=O)CCCCCCCCCCNC(=O)[C@H](CO)n3cc(CCCSC)nn3)CC2)n1	x	u	u	-52%	-18%	x	x	-14%	-1
Cc1occc1-c1nnc(SCC(=O)NC2CC2)n1C(C)C	-19%	24%	4%	26%	-16%	-4%	1%	-3%	0
CC(C)Oc1ccc(N2C(=O)c3ccccc3C2=O)cc1	3%	4%	-2%	u	-4%	-19%	-19%	4%	-8
Cc1ccc(S(=O)(=O)N2CCC(C(=O)NCC3CC3)CC2)cc1	13%	24%	-17%	-4%	-2%	-5%	-12%	8%	-3
Cc1ccc(C)c(SCc2noc(C(=O)NC(C)C)c2C(=O)O)c1	12%	0%	-10%	6%	-7%	-10%	4%	-18%	-12
N#Cc1c(-c2ccccc2)[nH]c(=S)[nH]c1=O	-9%	0%	3%	-6%	-4%	8%	u	-7%	0
COc1ccc(OC)c(/C=N/Nc2nc(C)cc(=O)[nH]2)c1	u	-15%	u	-34%	-23%	-13%	0%	u	1
COc1cccc(NC(=O)N2CCCC2C(=O)NCc2ccc(Cl)cc2)c1 (centres undefined)	24%	21%	3%	-36%	15%	-4%	16%	7%	1
CCOC(=O)C(=Nc1ccc(Cl)cc1)NO	6%	4%	0%	-16%	-6%	-4%	2%	1%	-8
O=S(=O)(N/N=C1/CCCc2ccccc21)c1ccc(Br)cc1	28%	7%	-22%	-26%	-12%	6%	-28%	11%	3
O=C(O)c1cnn2c(-c3ccccc3)ccnc12	-15%	37%	-9%	-5%	-4%	13%	u	-3%	-1
CCOC(=O)c1c(NC(=O)/C=C/C(=O)O)sc(C)c1-c1ccc(F)cc1	5%	-1%	3%	-13%	-13%	u	9%	2%	-11
